CBFb RUNX1 block – CBF-beta/RUNX1 interaction disruption; Potency, µM (doses to about 59.8 µM), for inactives: top-dose activity, negative = inhibition, hits mostly inhibitors; AlphaScreen CBFb-His/RUNX1-biotin binding, biochemical; 230,000 tested, under 10 active; AID 1477; Q01196+Q13951; note: % of control where 0% means no effect
Target sequence (Q01196 whole entry, looked up): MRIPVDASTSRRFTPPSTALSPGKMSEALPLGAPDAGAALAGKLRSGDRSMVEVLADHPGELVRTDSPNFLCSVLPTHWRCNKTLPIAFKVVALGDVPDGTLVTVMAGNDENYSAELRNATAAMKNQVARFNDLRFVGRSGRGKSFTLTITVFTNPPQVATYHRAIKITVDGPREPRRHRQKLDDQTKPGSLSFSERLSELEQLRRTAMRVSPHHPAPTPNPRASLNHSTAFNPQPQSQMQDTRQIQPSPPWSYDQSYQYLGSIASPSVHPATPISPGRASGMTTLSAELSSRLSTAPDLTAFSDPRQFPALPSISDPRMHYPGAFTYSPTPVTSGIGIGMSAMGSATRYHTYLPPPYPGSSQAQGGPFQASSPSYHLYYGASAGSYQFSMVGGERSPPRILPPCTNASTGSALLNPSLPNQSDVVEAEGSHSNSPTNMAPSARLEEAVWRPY
Target sequence (Q13951 whole entry, looked up): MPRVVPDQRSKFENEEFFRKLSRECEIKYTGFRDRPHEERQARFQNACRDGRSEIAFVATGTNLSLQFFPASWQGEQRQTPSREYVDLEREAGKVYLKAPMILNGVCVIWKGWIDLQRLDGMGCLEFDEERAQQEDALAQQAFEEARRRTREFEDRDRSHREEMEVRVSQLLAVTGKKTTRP
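Inhibition was taken as any reduction in AlphaScreen signal from the CBF-beta–RUNX1 pair (His and biotin tags, 30 nM each), measured after compound (15 min) and bead (90 min) incubations at room temperature.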
HTT ATP protect – cytoprotection in Huntington HTT-Q103 PC12 cell model. Potency, µM (highest dose often 56.4 µM), for the others: cytoprotection (ATP increase), actives largely listed as activators. PC12 HTT-Q103 induced, cytoprotection, ATP luminescence, 40 h. 230,000 compounds, 0.14% hits;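 note: potency is the fitted concentration of half-maximal effect; % of control where 0% means no effect; nearly all actives have a fitted effect of over 45% in size; toxic huntingtin expression switched on by the ecdysone agonist tebufenozide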
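Quantitative HTS on tebufenozide-induced (100 nM) PC12 cells expressing HTTQ103 exon 1–GFP; compounds tested as a concentration series; survival measured via cellular ATP.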
GAA glycogen – GAA glycogen-cleavage inhibition or activation | 300,000 compounds, 0.38% hits | Potency, µM (series often up to 76.4 µM), inactives show at the highest dose activity change, negative = inhibition, most hits filed as inhibitors | AID 2100 | recombinant GAA, glycogen substrate, Amplex Red glucose oxidase fluorescence;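 note: potency is the fitted concentration of half-maximal effect; 0% = full enzyme reaction and -100% = no-enzyme basal signal; the screen sought inhibitors and activators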
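Recombinant human enzyme (4 nM); glycogen substrate; 37 C, 40 min, pH 5.0. Readout: coupled glucose oxidase/Amplex Red fluorescence.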
aGlu spleen mod – inhibitors or activators of human alpha-glucosidase in spleen homogenate. human spleen homogenate, 4-MU-alpha-glucoside fluorescence. Potency, µM (highest dose often 79.9 µM), inactives show at the highest dose activity change, negative = inhibition, hits mostly inhibitors. 240,000 compounds, 0.006% hits. AID 2112;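 note: potency is the fitted concentration of half-maximal effect; 0% = enzyme with vehicle and -100% = no enzyme basal signal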
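Enzyme source: human spleen homogenate, 1 ug/well. Buffer 50 mM citric acid/K phosphate pH 5.0, 0.01% Tween-20. 4-MU-alpha-glucoside 1 mM; 37 C x 40 min; NaOH/glycine stop; fluorescence.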
GAA inh – blocks human lysosomal alpha-glucosidase | purified human GAA, 4-MU-alpha-glucoside fluorescence | Potency, µM (highest dose often 76.9 µM), inactives show at the top dose activity change, negative = inhibition, usual class: inhibitors | 200,000 compounds, 0.005% hits;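 note: potency is the fitted concentration of half-maximal effect; plate controls were uninhibited enzyme wells for no effect and no-enzyme background for full effect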
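Read-out is 4-methylumbelliferone fluorescence (Ex 365/Em 440 nm) after NaOH/glycine stop at pH 10. Enzyme 4 nM, substrate 400 uM, pH 5.0 citrate buffer, 20 min room temperature; AC50 from Hill-equation concentration-response.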
HTT aggregate – reduces HttQ103-GFP aggregates in PC12 cells; PC12 HttQ103-GFP aggregates, Acumen cytometry, 40 h; 220,000 compounds, 1.1% hits; Potency, µM (top dose mostly 46.1 µM), for the others: top-dose activity change, negative = inhibition, hits mostly inhibitors; AID 1688; note: potency is the fitted concentration of half-maximal effect; % is set by controls: 0 for no effect and ±100 for the full control effect; nearly all actives have a fitted effect of over 60% in size
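PC12 cells stably carrying ecdysone-inducible HTT exon 1 Q103–GFP were induced with tebufenozide (100 nM final) and treated with library compounds in titration. GFP aggregates in lysates were counted by laser scanning cytometry.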
LMNA splice mod – modulators of lamin A splicing; 200,000 compounds, 0.01% hits; AID 1487; Potency, µM (highest dose often 46.1 µM), without a hit: at the top dose ratio change, negative = inhibition, actives largely listed as inhibitors; HeLa LMNA splicing GFP/RFP minigene ratio, 48 h; active = well fitted inhibition curve with a large enough effect in the signal ratio, with a control signal flat, not every such curve was filed as active; inconclusive = small, poorly fitted or top-dose-only effect, or effect the other way, or a change in a side signal; the % refers to the signal ratio; note: potency is the fitted concentration of half-maximal effect; % is set by controls: 0 for no effect and ±100 for the full control effect
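S3 HeLa stable clones carrying a lamin A-EGFP splicing minigene plus DsRed2 were seeded at 600 cells/well in Opti-MEM with 2% FBS, pin-dosed and incubated 48 h at 37°C. Acumen cytometry (488 nm) gave the GFP/RFP total-intensity ratio.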
Starred values were filed as active, the others as inactive; ? = inconclusive; nt = no result given; [ ] = dose if it differs, or a comment. Unless noted, calls come from the whole dose curve; as a rule, active = well fitted curve in the direction sought with a large enough effect; inconclusive = small, poorly fitted or top-dose-only effect, or another doubt; inactive = no such curve, though single readings can be large; an effect the other way counts as inactive or inconclusive.

SMILES	CBFb RUNX1 block	HTT ATP protect	GAA glycogen	aGlu spleen mod	GAA inh	HTT aggregate	LMNA splice mod
COc1ccc2c(c1)C(C1C(=O)CCCC1=O)c1ccccc1O2 (stereo not drawn)	0%	-3%	-5%	-6%	?	17%	-27%
Cc1ccc(CCNC(=O)CCS(=O)(=O)c2ccc(Br)cc2)cc1	10%	-7%	-2%	-13%	-2%	19%	0%[46 µM]
CCn1c(COc2ccccc2)nnc1SCC(=O)Nc1cc(C)ccc1OC	1%	12%	-9%	-7%	-5%	6%[9.22 µM]	?
Cc1ccc(Oc2ccc(N)cc2)cc1	-20%	-39%[inhibitor]	-4%	-8%	1%	0%	17%
COc1cnn(-c2cc(Oc3ccc(C)cc3)ncn2)c(=O)c1Cl	-3%	-15%	1%	-2%	-11%	-4%	0%
COc1ccc(NC(=O)C2CCN(S(=O)(=O)c3ccc(OC)c(OC)c3)CC2)cc1	7%	-15%	-6%	-8%	-9%	5%	13%
C=CCOc1c(Br)cc(CNc2ccc3[nH]c(=O)[nH]c3c2)cc1OCC	-13%	?	?	6%	11%	?	?
C[N+](C)(CC#Cc1ccccc1)CC(=O)c1ccc(Cl)cc1	8%	19%[10 µM]	2%	-9%	7%	0%	-5%
O=C(Nc1ncc(C(F)(F)F)cc1Cl)c1ccc(S(=O)(=O)N2CCOCC2)cc1	0%	-20%	-2%	1%	9%	-5%	nt
CCC(=O)c1ccc(N2CCCCCC2)c(F)c1	29%	-7%	-2%	-4%	-7%	-17%	9%
CCCN(CCC)C(=O)Cc1coc2ccc3ccccc3c12	4%	11%	4%	-4%	-3%	-4%	-7%
O=C(Nc1nc2ccccc2s1)c1ccccc1	-2%	-114%[inhibitor]	7%	-1%	-6%	-3%	nt
CCOC(=O)CCC(=O)O[C@H]1[C@H](O[C@@H]2[C@@H](C)[C@H](O[C@H]3C[C@@](C)(OC)[C@@H](O)[C@H](C)O3)[C@@H](C)C(=O)O[C@H](CC)[C@@](C)(O)[C@H](O)[C@@H](C)C(=O)[C@H](C)C[C@@]2(C)O)O[C@H](C)C[C@@H]1N(C)C	3%	nt	3%	-2%	0%[15.4 µM]	-7%	-5%
COC(=O)c1cc(OC)c(OC)cc1NC(=O)c1cccc(OC)c1OC	1%	4%[10 µM]	-3%	-14%	?	6%	5%[46 µM]
Nn1c(SCc2ccc(F)cc2)nnc1-c1ccccn1	-22%	18%[10 µM]	1%	-1%	nt	13%[9.22 µM]	nt
O=C(Nc1cccnc1)c1ccc(NS(=O)(=O)c2cc([N+](=O)[O-])ccc2Cl)cc1	-1%	5%[10 µM]	0%	3%	-14%	8%[9.22 µM]	nt
CC1CCCN(C(=O)CCc2ccccc2)C1 (stereo not drawn)	0%	nt	8%	-8%	3%	12%	11%
COC(=O)c1cc(C#N)c(N2CCOCC2)nc1C	8%	-35%	-12%	3%	5%	-5%[9.22 µM]	nt
N#Cc1c(N)n(-c2ccccc2N)c2nc3ccccc3nc12	5%	20%[10 µM]	-3%	-18%	nt	-21%[9.22 µM]	nt
CN1CCN(CCCN(Cc2ccco2)C(=S)Nc2ccc(Cl)cc2)CC1	-7%	-59%[inhibitor]	7%	-1%	5%	5%	-30%[46 µM]
Cc1cccc(OCC(=O)Nc2ccc(N3CCN(C(=O)c4ccco4)CC3)cc2)c1	-11%	-42%[inhibitor]	0%	1%	0%	?	6%
CCOC(=O)N1CCC(c2cc(=O)n3[nH]cc(C(=O)OC)c3n2)CC1	16%	17%[10 µM]	-1%	2%	1%	-15%	-8%
Oc1c(/C=N/Nc2cccc3cccnc23)ccc2ccccc12	-12%	3%[10 µM]	?	-10%	1%	17%	2%
COc1ccc(CNc2nc(-c3cccnc3)nn2C(=O)c2cccs2)cc1	8%	2%[10 µM]	-2%	-2%	-5%	-16%	-2%
CCn1c2ccccc2c2cc(NC(=O)CSc3nnc(-c4ccc(OC)c(OC)c4)n3N)ccc21	-13%	-20%	-5%	-13%	-1%	-22%	-20%
CC(C)C1=Nc2cccc3cccc(c23)N1	-5%	-5%	25µM*	-3%	?	15%	-1%
CON1C(=O)CN(C(C)=O)C1c1ccc(Cl)cc1Cl (stereo not drawn)	-4%	10%	2%	-6%	-1%	-5%	1%
Clc1ccc(OCc2nnc(SCCN3CCCCC3)n2Cc2ccco2)cc1	0%	-10%	3%	-7%	?	?	-5%
Cc1ccc(CN2CCN(C(=O)C3CCC3)CC2)cc1	4%	-9%[10 µM]	1%	2%	-1%	5%	-8%
CCN(CCCNC(=O)CCCN1C(=O)COc2ccc(C)cc21)c1cccc(C)c1	-10%	-27%	-11%	3%	-9%	-3%	?
CCOC(=O)c1sc(=S)n(-c2ccc(F)c(F)c2)c1N	4%	20%[0.074 µM]	-7%	-4%	-2%	-10%	8%
CCOc1nc(S(=O)(=O)c2ccc(C)cc2)c(Cl)s1	10%	-2%	0%	-1%	-2%	4%	-4%
Cn1c(=O)c2c(nc(CN3CCOCC3)n2CCN2CCOCC2)n(C)c1=O	0%	-2%	10%	-1%	-3%	-2%	2%
COc1ccc(NC(=S)NC23CN4CN(CN(C4)C2)C3)cc1	-16%	nt	-14%	1%	0%	-6%	4%
CCC1Oc2ccc(C)cc2N(CC(=O)NCc2ccccc2OC)C1=O (stereo not drawn)	0%	-38%	11%	-10%	-4%	?	-2%
CC(C)(C)c1nc(NC(=O)Nc2ccccc2)sc1Br	-2%	-129%[inhibitor]	-6%	-7%	-8%	11µM*	nt
O=C1CC(c2ccccc2)CN1C(=O)c1ccccc1 (stereo not drawn)	5%	-3%[10 µM]	-4%	1%	1%	-8%	12%
COc1ccccc1NC(=O)c1ccccc1NS(=O)(=O)c1cccs1	6%	19%[10 µM]	-12%	-11%	6%	-29%	-12%[46 µM]
O=C(NC(NC(=S)Nc1c(Cl)cc(Cl)cc1Cl)C(Cl)(Cl)Cl)OCc1ccccc1 (stereo not drawn)	-3%	7%[10 µM]	11%	-4%	-7%	-22%	?
Cc1ccccc1OCCSc1nc(N(C)C)nc(N(C)C)n1	-4%	nt	1%	-1%	?	-15%	5%
O=C(NCCCn1ccnc1)c1ccc(S(=O)(=O)N2CCOCC2)cc1	1%	-30%[inhibitor]	3%	1%	-2%	-10%	-14%[46 µM]
COc1cc2c(cc1OC)CN(c1ccc([N+](=O)[O-])cc1C#N)CC2	-25%	-9%[10 µM]	11%	-6%	-9%	9%	?
Cn1c(=O)c([N+](=O)[O-])c(N2CCSCC2)c2ccccc21	-4%	7%[10 µM]	9%	2%	nt	-2%[9.22 µM]	nt
Cc1ccc2[nH]c3c(N4CCCCCC4)ncnc3c2c1	-1%	9%[1.9 µM]	-11%	2%	-4%	8.9µM*	?
O=C(CNC(=O)c1ccc(Cl)cc1)Nc1ccc(S(=O)(=O)Nc2ncccn2)cc1	5%	-1%[10 µM]	4%	-1%	nt	1%[9.22 µM]	nt
COc1ccc(OC)c(C2=NOC(C(=O)Nc3cccnc3)C2)c1 (stereo not drawn)	2%	-7%[10 µM]	1%	-2%	1%	-2%	-8%
Cc1oc2c(C)c3oc(=O)c4c(c3cc2c1C)CCCC4	5%	6%	-2%	-5%	-9%	-8%	1%
COc1cccc(-n2c(Cc3cc(=O)[nH]c(=O)[nH]3)nnc2SCC(=O)N2CCCCCC2)c1	-1%	-4%	12%	4%	-3%[15.4 µM]	2%	-5%
COc1ccc(NC(=O)CN2CCN(c3ccc(Cl)cc3)CC2)c(OC)c1	-7%	-10%	-2%	-3%	0%	-1%	9%
CCNC(=S)Nc1ccc2ncoc2c1	4%	4%[10 µM]	-1%	-1%	9%	1%	?
O=S(=O)(NCc1cc(-c2ccccc2Cl)no1)c1ccccc1	6%	13%	-37%	-2%	-12%	-7%	2%
CC1Nc2ccccc2C(=O)N1NC(=O)c1ccc(Br)cc1 (stereo not drawn)	-2%	-10%	7%	-3%	4%	?	?
CCOC(=O)c1sc(NC(=O)c2cccnc2)nc1C	-4%	-6%	8%	1%	-1%	-5%	13%
COc1cccc(Cn2c(=O)c(-c3cn(C)c4ccccc34)nc3cncnc32)c1	nt	-64%[inhibitor]	nt	7%	nt	nt	?
O=C(c1ccc([N+](=O)[O-])cc1)N1CCOC12CCN(c1ncc(C(F)(F)F)cc1Cl)CC2	-2%	3%	30%	8%	-8%	2%	6%
CCn1nnc(NC(=O)c2cccnc2)n1	-1%	-8%	-3%	0%	-1%	-3%	0%
O=C(CSc1ncnc2c1oc1ccccc12)OCc1ccccc1	29%	10%	2%	-2%	-1%	10%	4%
Cn1c(CC2Sc3ccccc3NC2=O)nnc1SCC(=O)c1ccc(Cl)cc1 (stereo not drawn)	-5%	-4%[10 µM]	?	1%	-5%	10%[9.22 µM]	?
Cc1cccc(OCc2nnc(SCC(=O)Nc3ccc(C)c(C)c3)o2)c1	4%	31%[10 µM]	6%	2%	4%	6%	-7%
CC(C)/C=C/C(=O)N1CCC(N2CCC(C(=O)N3CCOCC3)CC2)CC1	-2%	3%	-9%	11%	4%	-20%	nt

Structures shown so far containing an NH in an aromatic ring:
SMILES	CBFb RUNX1 block	HTT ATP protect	GAA glycogen	aGlu spleen mod	GAA inh	HTT aggregate	LMNA splice mod
C=CCOc1c(Br)cc(CNc2ccc3[nH]c(=O)[nH]c3c2)cc1OCC	-13%	?	?	6%	11%	?	?
CCOC(=O)N1CCC(c2cc(=O)n3[nH]cc(C(=O)OC)c3n2)CC1	16%	17%[10 µM]	-1%	2%	1%	-15%	-8%
Cc1ccc2[nH]c3c(N4CCCCCC4)ncnc3c2c1	-1%	9%[1.9 µM]	-11%	2%	-4%	8.9µM*	?
COc1cccc(-n2c(Cc3cc(=O)[nH]c(=O)[nH]3)nnc2SCC(=O)N2CCCCCC2)c1	-1%	-4%	12%	4%	-3%[15.4 µM]	2%	-5%

The list goes on:
SMILES	CBFb RUNX1 block	HTT ATP protect	GAA glycogen	aGlu spleen mod	GAA inh	HTT aggregate	LMNA splice mod
O=C(Nc1ccc2nn(-c3ccc(F)cc3)nc2c1)c1cccnc1	-3%	-9%[10 µM]	8%	1%	-5%	1%[9.22 µM]	?
CCC(=O)NC(Nc1cc(C)ccn1)(C(F)(F)F)C(F)(F)F	-8%	-4%	15%	-1%	0%	2%[9.22 µM]	1%
CCOC(=O)N1CCC(c2cc(=O)n3[nH]c(-c4ccccc4)cc3n2)CC1	14%	-9%[10 µM]	3%	3%	2%	12%	-10%
COCCSc1ccccc1C(=O)Nc1ccccc1C(C)C	3%	-6%	-7%	-15%	?	7%	?
